Source: PubChem
ATXN2 expr inh: inhibitors of ATXN2 expression. HEK-293 ATXN2-luciferase reporter, luminescence, 24 h. Potency, µM (top dose mostly 57 µM), for inactives: top-dose activity change, negative = inhibition, usual class: inhibitors. 0.72% of 360,000 active. AID 1745845; further: potency means the concentration at half of the fitted maximal effect; on the % scale 0 is the no-effect control and ±100 the full control effect; nearly all actives have a fitted effect of over 55% in size
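ATXN2-luciferase reporter cells (luciferase flanked by upstream and downstream ATXN2 gene portions) were treated 24 h at 37 °C with compounds at up to 57 uM. SteadyGlo luminescence gave expression; GF-AFC fluorescence gave viability.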
SW480 rerep: DNA re-replication induction in SW480 cells | 1.8% of 340,000 active | AID 624297 | SW480 DNA re-replication, Hoechst DNA content imaging, 48 h | Potency, µM (titrated, usually from 46.1 µM), for the others: at the top dose re-replication activation, most hits filed as activators; further: potency means the concentration at half of the fitted maximal effect; % of control where 0% means no effect; nearly all actives have a fitted effect of over 55% in size
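Cells (250 per well) received 23 nL compound or DMSO by pin tool and were kept 48 hr at 37 C, 5% CO2. Nuclei were then stained with Hoechst for 40 min and scanned for DNA content.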
IL1B secr inh: inflammasome signaling inhibition, IL-1 beta readout; THP-1 LPS/ATP IL-1B secretion, AlphaLISA, 16 h; stronger effect = lower value; activity change, % at 57.5 µM; 4.7% of 360,000 active; AID 743279; in the data active means activity change below about -50%; inconclusive means mostly about -30% to -49%; further: on the % scale 0 is the no-effect control and ±100 the full control effect
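THP-1 cells pretreated 1 hr with compounds (up to 57.5 uM final), then stimulated with LPS (250 ng/mL final) plus ATP (1.25 mM final); secreted IL-1B measured by AlphaLISA after 16 hr, decreased signal indicating inhibition.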
KB-3-1 cytotox: KB-3-1 parental cell cytotoxicity; KB-3-1 viability, CellTiter-Glo ATP luminescence, 72 h; Potency, µM (titrated, usually from 46.1 µM), for the others: at the top dose activity change, negative = cytotoxic, most hits filed as cytotoxic; 1.4% of 400,000 active; AID 1347075; further: potency means the concentration at half of the fitted maximal effect; on the % scale 0 is the no-effect control and ±100 the full control effect; nearly all actives have a fitted effect of over 60% in size
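KB-3-1 cells, DMEM (no phenol red) + 10% FBS; compound by pin transfer, 72 h, 37 °C. Readout: CellTiter-Glo luminescence after 10 min. Data normalized, curve-fitted.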
HT1080 IDH1KD tx: HT-1080 IDH1 knockdown cell toxicity (counter line); HT-1080 IDH1 knockdown viability, ATP luminescence, 48 h; 2% of 360,000 active; Potency, µM (titrated, usually from 46.1 µM), without a hit: top-dose activity, negative = toxicity, hits mostly cytotoxic; AID 686971;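 further: potency means the concentration at half of the fitted maximal effect; 0% = DMSO wells and -100% = cell-free medium wells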
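Assay cells: HT-1080 with IDH1 knockdown, 750 per well, RPMI/5% FBS. Exposure: 48 h at 37 °C following 2 h pre-incubation. Read: CellTiter-Glo luminescence; fitted concentration-response, curve class assigned.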
HT1080-NT tox: kills 2HG-producing HT-1080-NT fibrosarcoma cells; HT-1080-NT fibrosarcoma viability, CellTiter-Glo ATP luminescence, 48 h; Potency, µM (highest dose often 46.1 µM), for inactives: top-dose activity, negative = less viability, most hits filed as cytotoxic; 1.6% of 360,000 active;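 further: NT is the 2HG producing partner of a matched IDH1 knockdown line; potency means the concentration at half of the fitted maximal effect; 0% = DMSO-treated cells and -100% = media-only wells without cells; nearly all actives have a fitted effect of over 55% in size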
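Compounds were tested in concentration-response format on HT-1080-NT cells for 48 hours at 37 degrees C. Cell viability came from CellTiter-Glo luminescence; curves were classified by r2, response magnitude and activity.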
ATXN viability: reduces viability in counter-screen for ATXN expression inhibitors; AID 651635; S2 cells (HEK-293 line with an ATXN2-luciferase reporter) viability, CellTiter-Fluor protease fluorescence, 24 h; 0.49% of 400,000 active; Potency, µM (top dose mostly 56.7 µM), actives largely listed as cytotoxic; further: potency means the concentration at half of the fitted maximal effect; nearly all actives have a fitted effect of over 40% in size
MCF10A rerep: induces DNA re-replication in MCF 10a normal breast cells; MCF 10A DNA re-replication, Hoechst nuclear intensity, 48 h; Potency, µM (highest dose often 46.1 µM), inactives show at the highest dose activity, positive = re-replication, most hits filed as activators; 2.9% of 350,000 active; further: potency means the concentration at half of the fitted maximal effect; % of control where 0% means no effect; nearly all actives have a fitted effect of over 50% in size
KB-V1 cytotox: KB-V1 MDR subline cytotoxicity; 3.4% of 400,000 active; Potency, µM (series often up to 46.1 µM), without a hit: top-dose activity change, negative = cytotoxicity, most hits filed as cytotoxic; AID 1347076; KB-V1 MDR cells viability, CellTiter-Glo, 72 h; further: potency means the concentration at half of the fitted maximal effect; on the % scale 0 is the no-effect control and ±100 the full control effect; nearly all actives have a fitted effect of over 60% in size
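In this primary screen, KB-V1 cells overexpressing P-gp are incubated with library compounds (lowest to highest concentration) for 72 h at 37 degrees C before a luminescent ATP viability read.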
An asterisk follows results filed as active; i = inactive; ? = inconclusive; · = not tested or not shown; ! = not active in a repeat; [ ] = another dose, or the depositor's remark. Unless noted, the call rests on the fitted dose curve; in most records, active means well fitted curve in the direction sought with a large enough effect; inconclusive means small, poorly fitted or top-dose-only effect, or another doubt; inactive means no such curve, though single readings can be large; an effect the other way counts as inactive or inconclusive.

SMILES | ATXN2 expr inh | SW480 rerep | IL1B secr inh | KB-3-1 cytotox | HT1080 IDH1KD tx | HT1080-NT tox | ATXN viability | MCF10A rerep | KB-V1 cytotox
COc1ccc(C(=O)CSc2n[nH]c(C)n2)cc1[N+](=O)[O-] | 8% | 24% | 6 | -3% | 21% | 23% | i | -1% | 8%
Cc1[nH]c2ccccc2c1C(O)c1ccncc1 (stereo not given) | -4% | 10% | 37 | -7% | -2% | 9% | i | 3% | 10%
O=C(CN1CCCCC1)NCCNc1ccc(C(F)(F)F)cc1[N+](=O)[O-] | -13% | -2% | -24 | -12% | -5% | -7% | i | 7% | -8%
CCCOP(=O)(c1ccc(N(C)C)cc1)C(O)c1ccncc1 (stereo not given) | 3% | -7% | 6 | -11% | 3% | 1% | i | 1% | 10%
Cc1ccc(SCc2cn3c(C)csc3n2)cc1 | -26% | 9% | -2 | 0% | ? | 35µM* | i | -8% | -30%
O=C(CSc1nc2ccccc2c(=O)n1-c1ccc(SC(F)F)cc1)Nc1ccc(N2CCOCC2)cc1 | 21% | -4% | 7 | -3% | 0% | -3% | i | 2% | -18%
CCN1/C(=C/C(=O)c2ccco2)Sc2ccccc21 | 16% | ? | -14 | -6% | 0% | -13% | ? | ? | -12%
COc1cccc(-c2c(C(=O)N/N=C/c3cccs3)nnn2-c2nonc2N)c1 | 3% | 3% | ? | 5% | -4% | -12% | i | ? | 2%
COc1cc(C(=O)NCc2nnc(SCC(=O)NCc3ccco3)o2)cc(OC)c1OC | -4% | -16% | 1 | 9% | 5% | 14% | i | -6% | ?
CCCC(O)c1nc2ccccc2n1CCCOc1ccc(Cl)cc1 (stereo not given) | -10% | · | · | -15% | · | · | i | · | -3%
CCOc1ccc(CC(=O)Nc2cccc(-c3ccc4nnc(C)n4n3)c2)cc1 | 34%[activator] | -4% | -12 | -25% | -13% | -5% | i | 11% | -7%
CS(=O)(=O)C1=C(O)C(=O)N(CCCC(=O)O)C1c1ccccc1F (stereo not given) | 1% | -3% | -9 | 3% | 2% | -6% | i | 11% | 0%
Clc1ccc(CN2C3=NCCN3c3ccccc32)cc1 | -23% | -2% | ? | 0% | ? | ? | i | 5% | -1%
O=C(Nc1ccc(-c2csnn2)cc1)C1CC1 | 9% | ? | · | -11% | 18% | 13% | i | ? | -23%
Cc1ccc(C(=O)OC(C)CN2CCOCC2)cc1 (stereo not given) | 16% | -2% | 4 | 6% | 11% | 14% | i | 0% | 2%
COc1ccc(OC)c(C2C(C(=O)c3cccs3)=C(O)C(=O)N2CCN2CCOCC2)c1 (stereo not given) | 6% | -22% | 6 | 27% | 19% | 11% | i | -4% | 0%
Cn1cnc2cc(NC(=O)c3cccs3)ccc21 | -2% | 11% | 3 | -2% | -1% | -4% | i | 15% | -27%
Cc1ccc(S(=O)(=O)Nc2ccccc2C=NNC(=O)c2ccncc2)cc1 | · | · | 15 | 8% | ? | -18% | i | · | 0%
O=C1CC2(CCN(C(=O)COc3ccccc3F)CC2)Oc2ccccc21 | 4% | -7% | -1 | -13% | 10% | 3% | i | 7% | ?
NC(CCCCCP(=O)(c1ccccc1)c1ccccc1)C(=O)O (stereo not given) | -9% | -18% | 21 | 12% | 6% | -1% | i | -1% | 20%

Limited to IL1B secr inh, KB-V1 cytotox and MCF10A rerep, for some of the entries so far:
| canonical_smiles | IL1B secr inh | KB-V1 cytotox | MCF10A rerep |
| --- | --- | --- | --- |
| Cc1ccc(S(=O)(=O)Nc2ccccc2C=NNC(=O)c2ccncc2)cc1 | 15 | 0% | · |
| O=C1CC2(CCN(C(=O)COc3ccccc3F)CC2)Oc2ccccc21 | -1 | ? | 7% |
| NC(CCCCCP(=O)(c1ccccc1)c1ccccc1)C(=O)O (stereo not given) | 21 | 20% | -1% |

The listing continues:
SMILES | ATXN2 expr inh | SW480 rerep | IL1B secr inh | KB-3-1 cytotox | HT1080 IDH1KD tx | HT1080-NT tox | ATXN viability | MCF10A rerep | KB-V1 cytotox
CC(=O)Nc1cc(-c2ccc(C(=O)N3CCOCC3)cc2)cn2c(-c3ccc(S(C)(=O)=O)cc3)cnc12 | 6% | · | -28 | 16% | 5% | -8% | i | · | -11%
CCN(C(=O)c1ccc2c(OC)n(CC)nc2c1)c1ccc(OC)cc1 | 3% | -4% | -5 | 9% | 16% | 13% | i | 21% | -6%
C#CCOCCOCCOCCNc1nc(N2CCN(C(=O)Cn3cc(CCCN=C(N)N)nn3)CC2)nc(N2CCN(C(=O)[C@H](C)n3cc(CCCN=C(N)N)nn3)CC2)n1 | 1% | -2% | 25 | 5% | 12% | 15% | i | 23% | ?
COc1ccc(Cn2ccc(=O)c(Cc3c(Cl)cccc3Cl)c2C)cc1 | -14% | -7% | 27 | -3% | -24% | -21% | i | -3% | 0%
COc1cccc(N(CC(=O)NC2CCCCC2)C(=O)c2snc(C(N)=O)c2N)c1 | -3% | -5% | -61* | 0% | -3% | 2% | i | 6% | ?
CCOC(=O)/C(=C/C=C/c1ccccc1)NC(=O)c1ccccc1 | -17%[11.3 µM] | 0% | -12 | -7% | 3% | -4% | i | 3% | 7%
CCOc1ccccc1C(c1c(O)nc(SC)[nH]c1=O)c1c(O)nc(SC)[nH]c1=O | 10% | -4% | -13 | ? | -4% | 16% | i | -1% | ?
O=C(COC(=O)c1cc(S(=O)(=O)N2CCCCC2)ccc1N1CCOCC1)NCCc1ccc(F)cc1 | · | 2% | -4 | 0% | 2% | -2% | i | 2% | -17%
O=S(=O)(NCc1cccs1)c1ccc(Cl)s1 | -1% | 5% | -20 | ? | -4% | 0% | i | 5% | -30%
Cc1cc(C(=O)NC2CCCc3ccccc32)ccc1[N+](=O)[O-] (stereo not given) | 26% | 1% | -14 | -24% | ? | -46% | i | 15% | -16%
COc1ccc(-c2nsc3c(N4CCN(C(=O)c5ccco5)CC4)ncnc23)cc1 | -35% | -1% | -9 | -18% | 11% | 27% | ? | 17% | ?
O=C(NCc1cccs1)C1CCCN1S(=O)(=O)c1ccccc1F (stereo not given) | -10% | -1% | -3 | -6% | -2% | 2% | ? | 10% | 12µM*
CC(Oc1ccc2c(-c3ccccc3)cc(=O)oc2c1)C(=O)N[C@H](Cc1c[nH]c2ccccc12)C(=O)O (stereo not given in full) | 5% | 33% | 10 | 0% | 7% | 10% | i | 8% | ?
CCN(CC)c1ccc(NC(=O)CCCOc2cccc(C)c2)cc1 | 15%[11.3 µM] | -6% | -14 | 0% | ? | -10% | i | -2% | 14%
CCc1ccc(CN(C)C(=O)c2ccc3c(=O)n4c(nc3c2)CCC4)cc1 | 9% | 3% | 6 | · | 12% | 6% | ? | -1% | ·
O=C(NCCNC(=O)C(F)(F)F)c1ccncc1 | 1% | -4% | 26 | 16% | 3% | 4% | i | -4% | -13%
CCOC(=O)C/C(C)=N/NC(=O)c1cccs1 | 29% | -6% | -17 | -5% | ? | 5% | i | -1% | ?
Cc1ccc(NC(=O)c2cc(N3C(=O)C=CC3=O)ccc2N2CCOCC2)cc1 | ? | ? | -63* | ? | 23µM* | ? | ? | 13µM* | 2%
N=C1/C(=C\c2coc3ccc(O)cc3c2=O)C(=O)N=C2SC=CN12 | -1% | 3% | -9 | -2% | -16% | 0% | ? | -3% | 16%
COc1ccccc1CNS(=O)(=O)c1ccc(-c2cnc(C3CC3)o2)cc1 | -30% | ? | 29 | ? | ? | 4.6µM* | ? | ? | 5.8µM*!
COc1ccc(-n2c(C)cc(=O)c3c2CC(C)(C)CC3=O)cc1 | 7% | 1% | 7 | 0% | 9% | 16% | i | -4% | 0%
CN(Cc1ccccn1)C(=O)CC1C(=O)NCCN1Cc1ccc(F)cc1Cl (stereo not given) | -12% | ? | -13 | 0% | 10% | 22% | i | 13% | 5%
CCOC(=O)CSCC(NC(=O)OC(C)(C)C)C(=O)OCC (stereo not given) | ? | -4% | 8 | -2% | -1% | -1% | i | 6% | -4%
Cc1sc(-c2cc3ccccc3oc2=O)nc1-c1ccc(Cl)cc1 | 10% | · | · | 6% | · | · | i | · | 12%
COc1c(CC=C(C)C)c(O)cc2oc(=O)c3c4ccc(O)cc4oc3c12 | -12% | ? | -4 | 0% | -1% | 1% | · | 18µM* | ?
Cc1ccc(C2(c3ccccc3)NC(=O)N(CC(=O)NC3CCCCC3)C2=O)cc1C (stereo not given) | 6% | 19% | -20 | ? | -21% | -3% | i | ? | ?
Cn1cnc2ncnc(Oc3ccc(Br)cc3)c21 | -7% | 0% | -4 | 2% | 23% | 6% | i | 2% | -17%
COc1ccc(/C=C2\C(=O)NC(=O)c3ccccc32)cc1OC | -8% | ? | 51 | 10% | 12% | 0% | i | ? | -4%
Cc1cc2nc(C)c(=O)n(C)c2cc1C | 5% | -2% | 19 | 4% | 2% | 3% | i | 1% | 7%
C[C@H]1CN([C@@H](C)CO)C(=O)CCCn2cc(nn2)CO[C@@H]1CN(C)C(=O)c1ccc(N2CCN(C)CC2)cc1 | 3% | · | 27 | 0% | 14% | 12% | i | · | -11%
CCCCCCCCS(=O)CCC(=O)O (stereo not given) | -3% | 2% | 17 | 1% | -3% | -1% | i | 2% | 20%
Cc1cccc(N2CCN(c3ccc(N4C(=O)CCCC4=O)cc3[N+](=O)[O-])CC2C)c1 (stereo not given) | -8% | -4% | -3 | 3% | 2% | -1% | i | 7% | -25%
O=C(CCNS(=O)(=O)c1cccs1)N1CCN(c2ccc(F)cc2)CC1 | -14% | -14% | -10 | -5% | 5% | -1% | i | 2% | ?
CC1(C)CC(=O)C2=C(C1)NC(Nc1nc3ccccc3o1)=NC21CCCCC1 | 1% | -12% | 24 | -12% | 5% | 2% | i | 4% | ?
O=C(CCN1CCCCC1)c1cccc(Cl)c1 | -26% | 11% | 1 | -3% | -6% | -2% | i | ? | 2%
